BaF3 parental – reduces parental Ba/F3 cell viability, JAK2V617F counter-screen; CellTiter-Glo ATP luminescence; inhibition, % at 5.6 µM; 1.1% of 220,000 active; AID 1486;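 active = inhibition above a per-campaign cutoff, the mean inhibition of all tested compounds plus 3 SD, cut at about 27% in these data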;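 also: 0% = DMSO wells and 100% = JAK Inhibitor I control wells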
S1P4 antagonist – antagonists of human S1P4 receptor. O95977. inhibition, % at 4.98 µM. 0.26% of 220,000 active. S1P4-expressing cells, antagonist mode, reporter read-out; in the data active = inhibition above about 29%;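 also: 0% = wells stimulated with agonist and 100% = vehicle wells without agonist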
NPY-Y1 PAM-ag – potentiators or agonists of human neuropeptide Y receptor Y1; P25929; NPY-Y1 expressing cells, potentiator/agonist activation; activation, % at 3.6 µM; 0.37% of 220,000 active; AID 1304; in the data active = activation above about 33%, passing the limit was not always enough;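 also: cells stimulated with NPY at EC10 then isoproterenol at EC100; 0% = low agonist plus stimulus and 100% = saturating agonist plus stimulus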
RBBP9 inh – blocks human serine hydrolase RBBP9 | recombinant RBBP9, FP-Rh probe fluorescence polarization | 0.2% of 220,000 active | O75884 | inhibition, % at 7.94 µM;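 active = inhibition above the campaign mean of all tested compounds plus 3 SD, cut at about 14% in these data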;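 also: plate controls were DMSO wells with RBBP9 for no effect and wells lacking RBBP9 protein for full effect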
Target sequence (O75884 whole entry, looked up): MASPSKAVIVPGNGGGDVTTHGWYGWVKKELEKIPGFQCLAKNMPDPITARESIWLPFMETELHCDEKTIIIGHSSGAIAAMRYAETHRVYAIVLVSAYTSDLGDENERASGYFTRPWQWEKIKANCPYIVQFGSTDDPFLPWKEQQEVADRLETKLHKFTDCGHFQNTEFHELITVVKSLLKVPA
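Material: RBBP9 protein. Amount: RBBP9 at 2.5 µM in dispensed solution, before mixing. Schedule: 30 min then 45 min, 25 °C. Medium: Tris buffer pH 8.0, NaCl, Pluronic. Measured by: fluorescence polarization. Measure: percent inhibition from mP, scaled between DMSO and no-protein wells. Replication: one well per compound.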
S1P4 ag – agonists of human S1P4 receptor; 0.35% of 220,000 active; S1P4-expressing cell line, agonist reporter assay; AID 1509; activation, % at 4.98 µM; in the data active = activation above about 11%;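 also: 0% = DMSO vehicle and 100% = reference agonist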
Runt-CBFb FRET – Runt domain-CBFb interaction inhibition. inhibition, % at 20 µM. Cerulean-Runt/Venus-CBFb FRET ratio 530/480, 1 h. 0.46% of 220,000 active. Q01196+Q13951;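 active = inhibition over about 50% at 20 µM in the single-dose screen, limit read from the data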;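 also: 0% = DMSO wells and 100% = excess unlabeled CBFb competitor control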
Target sequence (Q01196 whole entry, looked up, the tested form may be a part): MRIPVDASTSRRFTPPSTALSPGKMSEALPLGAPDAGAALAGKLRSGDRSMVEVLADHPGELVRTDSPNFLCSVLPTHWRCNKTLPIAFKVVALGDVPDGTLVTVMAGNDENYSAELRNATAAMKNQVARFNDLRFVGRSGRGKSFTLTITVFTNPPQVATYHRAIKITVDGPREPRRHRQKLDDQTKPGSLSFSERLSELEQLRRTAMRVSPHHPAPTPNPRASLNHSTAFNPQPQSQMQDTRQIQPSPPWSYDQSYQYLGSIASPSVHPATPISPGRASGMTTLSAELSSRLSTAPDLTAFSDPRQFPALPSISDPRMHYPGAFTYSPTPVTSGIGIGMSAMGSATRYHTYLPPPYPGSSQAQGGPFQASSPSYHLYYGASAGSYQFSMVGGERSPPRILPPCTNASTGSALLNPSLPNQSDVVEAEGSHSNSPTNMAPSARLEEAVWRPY
Target sequence (Q13951 whole entry, looked up, the tested form may be a part): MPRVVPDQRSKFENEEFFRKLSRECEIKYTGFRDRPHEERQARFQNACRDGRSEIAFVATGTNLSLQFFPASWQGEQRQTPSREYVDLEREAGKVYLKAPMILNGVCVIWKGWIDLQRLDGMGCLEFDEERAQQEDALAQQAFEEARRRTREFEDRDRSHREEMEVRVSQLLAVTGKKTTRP
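Assay system: Cerulean-Runt domain / Medium: Tris 50 mM pH 7.5, KCl, K2SO4, 0.01% BSA / Timing: protein complex preformed 1 h, compound exposure 1 h, room temperature, dark / Measured by: FRET, excitation 422 nm, emission at 530 and 480 nm / Evaluation: loss of energy transfer signal / Control set: 5 µM unlabeled CBFb as full-inhibition high control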
NPY-Y1 antag – antagonists of human neuropeptide Y receptor Y1 | inhibition, % at 3.6 µM | HEK293-CNG Y1 cells, membrane potential fluorescence; NPY at EC95, then isoproterenol | 1% of 200,000 active | AID 1040;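 active = inhibition above the campaign mean inhibition of all tested compounds plus 3 SD, cut at about 20% in these data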;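 also: 0% = DMSO wells given NPY plus isoproterenol and 100% = isoproterenol alone without NPY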
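Material: HEK293 Y1/CNG channel cell line | Also added: NPY (25 nM), isoproterenol (1 µM), Ro 20-1724 (25 µM) | Compound: One concentration, 3.6 µM, in 0.4% DMSO | Schedule: 3 h dye uptake, 1 h room-temperature compound, 45 min post-isoproterenol | Signal: Membrane-potential fluorescent dye readout | Read-out: % inhibition of NPY effect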
Ba/F3 V617F tox – reduce viability of Ba/F3 cells dependent on JAK2V617F. inhibition, % at 5.6 µM. AID 1446. 1.1% of 220,000 active. Ba/F3 EpoR-JAK2V617F viability, ATP luminescence;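 active = inhibition above the campaign mean plus 3 SD over all tested compounds, cut at about 24% in these data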;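 also: cytokine-independent growth of Ba/F3 cells driven by EpoR plus mutant JAK2; 0% = DMSO-treated cells and 100% = JAK inhibitor I control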
NPY2 pot ag – potentiates or activates human NPY-Y2 receptor | P49146 | cells expressing NPY-Y2, potentiator/agonist read-out | activation, % at 3.6 µM | 0.45% of 220,000 active; in the data active = activation above about 27%;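 also: cells stimulated with NPY near EC25 plus isoproterenol at EC100; 0% = vehicle plus submaximal agonist and 100% = vehicle plus saturating agonist; some results beyond the cut were filed as inactive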
Starred values were filed as active, the others as inactive; nt = not tested or not shown. Random draw from the library; overall some 3.6% were active at least once.

SMILES	BaF3 parental	S1P4 antagonist	NPY-Y1 PAM-ag	RBBP9 inh	S1P4 ag	Runt-CBFb FRET	NPY-Y1 antag	Ba/F3 V617F tox	NPY2 pot ag
Cc1ccccc1N(CC(=O)NC(C)(C)C)C(=O)c1ccc(-c2ccccc2)[nH]1	1	7	1	-2	-0.7	-1	-1	1	-5
O=C(NC1CC1)c1ccc(F)cc1Cl	0	-2	15	-4	-0.7	5	1	-1	5
O=C(COC(=O)CCc1nc2ccccc2c(=O)[nH]1)Nc1ccccc1Cl	0	0	1	-2	-0.5	0	nt	-4	17
CC(C)(C)n1nnnc1C(c1ccc(C#N)cc1)N1CCCC2(CCCCC2)C1 (centres undefined)	3	11	-14	-3	-0.2	-3	4	4	-1
N#Cc1nc(COc2ccc(Cl)cc2Cl)oc1N1CCN(c2ccccc2)CC1	4	-26	-14	1	0.9	0	13	4	-16
O=C(Nc1ccccc1)Nc1cccc2ccccc12	2	7	-4	-1	0.3	1	nt	-7	-8
COc1cc(NC(=O)CSc2nnnn2Cc2ccccc2)cc(OC)c1	11	-6	9	-6	2.8	-2	-1	1	13
CCn1nc(C(=O)OCC(=O)c2ccc(F)cc2)c2ccccc2c1=O	5	-12	-26	-2	0.7	nt	5	1	-22
CCOc1ccc(C(=O)CSCCC(=O)O)cc1	5	9	5	6	-0.2	-6	-1	-1	-2
CC(=O)OCCNc1nc(-c2ccccc2)nc2ccccc12	6	-19	-6	-4	-0.4	2	-2	3	-3
CSCCC(NS(=O)(=O)c1ccc2c(c1)oc(=O)n2C)C(=O)NCc1ccccc1 (centres undefined)	0	-8	10	-6	1.6	-1	nt	-4	-6
COc1ccc(C(=O)NCc2ccccc2)cc1Br	0	6	14	-1	-2.0	2	-2	-4	23
O=c1cc(-c2ccc(O)cc2)oc2ccc(O)cc12	5	1	6	-3	0.1	8	-2	1	7
CC(C)(C)OC(=O)NCC(=O)NCC(=O)OCc1ccccc1	0	-4	12	0	-0.2	-1	-1	-1	0
CCOC(=O)c1c(NC(=O)Nc2ccccc2)sc(C)c1C	8	-6	-11	-3	0.1	2	8	0	-25
C/C(=N\Nc1cc(Cl)nc(C)n1)c1ccc(C)cc1	1	-17	-14	-5	-0.1	nt	-3	-1	-20
CC(=O)c1ccc(N2CCC(C)CC2)c(F)c1	2	-31	6	0	1.3	-22	4	-4	0
O=C(COc1ccc2ccccc2c1)NC1CC1	4	5	-13	5	2.1	0	0	-1	1
C#CCNc1ccc([N+](=O)[O-])cc1	-1	-6	1	1	-0.9	2	0	-2	3
Cc1ccccc1C(=O)c1cccn1CC(=O)NCc1ccccc1	5	-8	7	-1	0.1	-2	9	-1	7
CS(=O)(=O)c1cccc(NC(=O)c2ccc(Cl)c(Cl)c2)c1	1	-14	-11	-3	0.0	-2	-2	3	-14
CCc1cc2cccc(C)c2nc1SCC(=O)Nc1nonc1C	1	-9	-8	-9	2.5	0	3	0	-19
NCC12CC3CC(C1)CC(c1ccc(Cl)cc1)(C3)C2	13	19	21	2	-0.2	0	8	4	13
Cc1ccc(NNC(=O)c2ccc(Cl)cc2)nn1	-5	-21	-7	-6	0.6	3	nt	-1	-13
CCOC(=O)C1=C(C)N(c2ccc(Cl)cc2)C(=O)NC1c1cccc([N+](=O)[O-])c1 (centres undefined)	4	-12	1	-7	2.0	-1	1	-2	9

Retrieved by compound from the entries so far:
SMILES	BaF3 parental	S1P4 antagonist	NPY-Y1 PAM-ag	RBBP9 inh	S1P4 ag	Runt-CBFb FRET	NPY-Y1 antag	Ba/F3 V617F tox	NPY2 pot ag
CC(=O)c1ccc(N2CCC(C)CC2)c(F)c1	2	-31	6	0	1.3	-22	4	-4	0
O=C(NC1CC1)c1ccc(F)cc1Cl	0	-2	15	-4	-0.7	5	1	-1	5

Results in NPY-Y1 PAM-ag and BaF3 parental, for five of the compounds above:
SMILES,NPY-Y1 PAM-ag,BaF3 parental
CSCCC(NS(=O)(=O)c1ccc2c(c1)oc(=O)n2C)C(=O)NCc1ccccc1 (centres undefined),10,0
COc1ccc(C(=O)NCc2ccccc2)cc1Br,14,0
O=c1cc(-c2ccc(O)cc2)oc2ccc(O)cc12,6,5
CC(C)(C)OC(=O)NCC(=O)NCC(=O)OCc1ccccc1,12,0
CCOC(=O)c1c(NC(=O)Nc2ccccc2)sc(C)c1C,-11,8

The results go on.
SMILES	BaF3 parental	S1P4 antagonist	NPY-Y1 PAM-ag	RBBP9 inh	S1P4 ag	Runt-CBFb FRET	NPY-Y1 antag	Ba/F3 V617F tox	NPY2 pot ag
CCCCc1ccc(/C=C2/C(=O)ON=C2c2ccccc2)s1	5	-16	-26	-2	2.0	-1	3	-1	10
CCOc1ccccc1NC(=O)Nc1ccccn1	2	-5	8	-8	1.8	1	nt	0	-6
O=C(NCCS(=O)CCNC(=O)C(F)(F)F)C(F)(F)F	6	1	-2	1	-0.8	-1	-1	-4	-2
COCCn1nnnc1C(c1cc2cccc(C)c2[nH]c1=O)N1CCN(c2ccccc2F)CC1 (centres undefined)	6	-31	5	-6	-0.9	10	0	1	0
Cc1cccc(NC(=O)c2cc3n(n2)C(C(F)(F)F)CC(C2CC2)N3)c1C (centres undefined)	1	-28	13	4	-0.7	-1	0	1	4
O=C(NNC(=O)c1cccc2ccccc12)c1ccc2c(c1)OCO2	-4	1	15	-12	0.2	-1	nt	-2	-7
CC(C)NC(=S)N(C)C1(c2ccccc2Cl)CCCCC1=O (centres undefined)	5	-24	1	-6	0.1	0	-4	0	2
O=C(O)CCCn1cc(NC(=O)c2c(F)cccc2F)cn1	-1	-16	-6	-7	1.0	1	-5	-1	0
Cc1ccccc1S(=O)(=O)c1cc2ccccc2nc1N	-1	-5	20	-6	-1.1	4	2	-3	14
CCCCn1c(N)c(N(CCC(C)C)C(=O)CSc2nnc(Nc3ccccc3)s2)c(=O)[nH]c1=O	6	-7	-2	-9	-0.3	-3	-1	0	-4
Cc1ccc(-c2cc(C(=O)NCc3ccccn3)no2)cc1	0	-13	-4	0	-0.9	-2	8	-4	-7
CCc1nnc(NC(=O)CSc2nnc(-c3ccncc3)n2Cc2ccccc2)s1	10	3	0	2	0.5	-2	2	1	-5
CCc1ccc(CN2CCCC(CCC(=O)N3CCN(c4ccccn4)CC3)C2)o1 (centres undefined)	-2	-3	12	4	-0.3	1	nt	-2	-19
CC(C)Cc1cc(C(=O)O)n[nH]1	1	-4	8	-10	1.5	0	2	2	-9
CC(C)NC(=S)Nc1ccc(Oc2ccccc2)cc1	2	4	5	-6	-1.3	-5	-2	1	-5
O=C(/C=C/c1ccccc1)c1cc(Br)ccc(=O)c1O	4	8	-4	1	-2.9	15	-5	-2	-9
O=C(c1ccccc1)c1ccncc1	2	-15	-10	2	-0.7	1	1	-1	11
CC(C)Cn1c(SCC(=O)NC(=O)NC2CCCC2)nc2ccccc21	9	2	-8	-4	0.5	-7	-2	6	-21
CCOc1ccc(NC(=O)C/C(N)=N/O)cc1	4	-6	-4	0	0.5	0	2	2	-12
Cc1nc2ccccc2c(=O)n1NC(=O)Nc1ccccc1	-2	-3	-29	6	-0.2	-1	4	-3	2
CCn1c(=O)cc(OCC(=O)Nc2ccc3c(c2)OCCO3)c2ccccc21	3	-9	22	0	-0.8	1	-1	-4	14
CC(C)CC(NS(=O)(=O)c1cc(C(=O)O)ccc1Cl)C(=O)O (centres undefined)	5	-23	12	-1	1.0	1	3	3	1
COC(=O)c1ccc(NC(=O)CSc2nnc(CNc3ccc(OC)cc3)n2C)cc1	3	22	10	-7	-0.7	-3	-3	-1	2
O=C(Nc1ccc(F)cc1)Nc1ccccc1N1CCCCC1	-3	-1	6	-9	-1.9	0	nt	-3	7
COc1cccc(CC(=O)Nc2ccc3nc(C)sc3c2)c1	6	-3	-3	-5	-1.2	0	-1	2	-4
Later entries:
SMILES	BaF3 parental	S1P4 antagonist	NPY-Y1 PAM-ag	RBBP9 inh	S1P4 ag	Runt-CBFb FRET	NPY-Y1 antag	Ba/F3 V617F tox	NPY2 pot ag
CCOc1ccc(NC(=O)COc2nsnc2N2CCCCC2)cc1	4	-3	6	11	0.5	0	3	-4	17
CCOc1ccc(N=Nc2c(C)noc2C)cc1	2	-20	-12	-5	0.1	-4	0	-1	-5
O=C(c1ccccc1)c1ccc2nc(N3CCCCC3)c3nncn3c2c1	3	-3	-15	6	1.7	-3	1	-2	-11
CC1=C(C(=O)OCC2CCCO2)C(c2coc3ccc(C)cc3c2=O)C2=C(CCCC2=O)N1 (centres undefined)	4	-26	6	-6	1.8	-30	1	-2	0
COc1cc(-c2nn3c(-c4cccnc4)nnc3s2)cc(OC)c1OC	11	-7	5	7	1.3	2	-8	0	-4
CCCN1CCN(C(=O)c2ccccc2-c2nc3ccccc3s2)CC1	3	0	-15	-6	1.1	0	9	0	-7
Cc1sc(NC(=O)c2sc3nc4c(C)cccc4cc3c2N)c(C#N)c1C	3	3	-13	-3	1.4	3	7	-4	-6
Cc1ccc(NC(=O)COC(=O)CSC(=S)N2CCOCC2)cc1C	6	-16	5	-3	3.0	0	4	-2	5
O=C(CCCN1C(=O)c2ccccc2C1=O)Nc1ccccn1	5	-21	-8	-8	-0.6	-1	-4	-3	-4
COc1ccc(/C=C/c2nc3ccccc3n2C)cc1	31*	-3	-4	-2	-1.0	0	7	26*	-6
COC(=O)N/N=C\c1ccc(OC(=O)c2ccco2)cc1	2	19	11	-1	0.2	nt	-1	2	15
CCOCC(=O)Nc1ccc(S(=O)(=O)N2CCOCC2)cc1	-1	-18	0	-6	1.1	1	-4	2	10
COc1ccc(-c2ncc(CN3CCN(CCC(C)C)C(CCO)C3)cn2)cc1 (centres undefined)	9	-15	1	1	0.8	0	2	1	3
Cn1c(NC(=O)CCc2ccccc2)cc(=O)n(C)c1=O	8	-10	17	-6	-1.4	2	-2	-1	7
Cc1cc(/C=N/NC(=O)c2ccccc2F)c(C)n1-c1ccccc1	1	-13	5	2	0.6	-2	3	4	-1
COc1ccc(NC(=O)C2CCC(CNc3c(N4CCCCC4)c(=O)c3=O)CC2)cc1OC (centres undefined)	4	-31	-2	-6	2.0	2	5	0	-1
CC1(C)NC(=O)N(CCCCOc2ccc3c(c2)CCC3)C1=O	5	-13	-17	-11	0.0	-2	5	1	-7
Cc1cccc(N2CCN(S(=O)(=O)c3ccc4c(c3)CCC(=O)N4)CC2C)c1 (centres undefined)	4	-21	14	-6	-1.4	0	-1	0	-4
Cc1ccc(C(=O)CSc2nnc(-c3ccco3)n2C)cc1	4	0	14	-10	0.1	1	-3	-4	5
O=C(COC(=O)c1ccc(Cl)c(S(=O)(=O)N2CCCC2)c1)NC1CCCC1	6	-12	7	1	-0.1	-3	5	-1	-3
C/[N+]([O-])=C\C1C(=O)CCCC1=O	7	-4	12	-4	0.2	-1	1	1	2
Cc1ccc2nc(C)c3c(c2c1)OC(C(C)(Cl)Br)C3 (centres undefined)	-11	7	-57	-4	0.4	-3	nt	2	-25
CCOc1ccc(NC(=O)Nc2ccc(Br)cn2)cc1	6	0	19	2	-0.6	-1	-4	0	-21
